Source: PubChem BioAssay (The Scripps Research Institute Molecular Screening Center)
GPR151 activ – activates the human receptor GPR151. Q8TDV0. PathHunter beta-arrestin GPR151 cells, luminescence. activation, % at 11.2 µM. actives 1% (n = 650,000); in the data active means activation above about 4.9%;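 further: 0% = median of compound wells and 100% = cells with positive control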
MITF primary – inhibitors of human MITF; O75030; AlphaScreen MITF homodimerization, bead proximity signal; inhibition, % at 2.6 µM; actives 0.91% (n = 650,000); AID 1259374; in the data active means inhibition above about 50%;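 further: 0% = vehicle wells with protein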
FBW7 activator – human FBW7 E3 ligase activation, primary screen | Q969H0 | AlphaScreen FBW7–phospho-cyclin E peptide binding, activator screen | normalized activity (activation), % at 26.1 µM | actives 0.13% (n = 650,000); in the data active means normalized activity above about 1.9%;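 further: purified mutant Fbw7 with reduced substrate affinity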
Target sequence (Q969H0 whole entry, looked up): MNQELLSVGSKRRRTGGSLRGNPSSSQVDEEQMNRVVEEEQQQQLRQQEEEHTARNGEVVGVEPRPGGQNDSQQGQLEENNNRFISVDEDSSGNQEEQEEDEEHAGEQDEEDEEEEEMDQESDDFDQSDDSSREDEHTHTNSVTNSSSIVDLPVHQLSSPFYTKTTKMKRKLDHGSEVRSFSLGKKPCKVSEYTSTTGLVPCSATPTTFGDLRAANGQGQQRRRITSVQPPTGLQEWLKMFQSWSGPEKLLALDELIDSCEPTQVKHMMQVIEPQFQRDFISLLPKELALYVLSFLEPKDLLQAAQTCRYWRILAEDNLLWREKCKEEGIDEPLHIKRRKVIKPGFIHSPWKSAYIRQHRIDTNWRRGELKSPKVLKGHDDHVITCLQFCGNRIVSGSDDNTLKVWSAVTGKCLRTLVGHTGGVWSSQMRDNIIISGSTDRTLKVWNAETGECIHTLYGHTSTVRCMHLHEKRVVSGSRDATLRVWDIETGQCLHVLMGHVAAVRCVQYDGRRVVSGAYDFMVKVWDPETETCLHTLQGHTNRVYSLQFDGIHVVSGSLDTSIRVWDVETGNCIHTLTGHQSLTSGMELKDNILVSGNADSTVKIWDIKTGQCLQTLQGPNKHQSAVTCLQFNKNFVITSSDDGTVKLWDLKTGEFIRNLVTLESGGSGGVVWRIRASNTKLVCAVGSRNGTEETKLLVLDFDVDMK
TEAD-YAP block – TEAD-YAP interaction inhibition; HEK-TIYL cells, TEAD-Gal4/YAP UAS-luciferase luminescence; inhibition, % at 9.12 µM; actives 1.4% (n = 640,000); AID 1259422; in the data active means inhibition above about 32%;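 further: 0% = median of test compound wells and 100% = reference inhibitor wells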
* hit, by the source's call.

No.	mol	GPR151 activ	MITF primary
1	Cc1ccc(CNc2nc(C)c(-c3ccn(C4CCOC4)n3)s2)s1 (centres undefined)	-0.3	15
2	CCOC(=O)c1c(NC(=O)CSc2nnc(CNC(=O)c3ccccc3C(F)(F)F)n2C)sc2c1CCCC2	-0.9	-8
3	S=c1nc(-c2ccccc2)n(CC2CCCO2)c2c1CCCC2 (centres undefined)	0.3	1
4	CCNc1nc(C(=O)NCc2ccccc2)cs1	1.0	12
5	COC(=O)/C(C(N)=NC(=O)c1ccccc1)=C(/C)O	-2.0	-2
6	Cc1cc(NC(=O)c2ccc(N3C(=O)CCC3=O)cc2)nc2c1c(=O)oc1ccccc12	-0.1	-9
7	OCCNCc1ccccc1OCc1ccccc1F	-1.4	18
8	CC(C)N1C(=O)c2ccc([N+](=O)[O-])cc2C1=O	1.4	15
9	COc1ccc(NC(=O)CSc2cn(Cc3ccc(Cl)cc3)c3ccccc23)c(OC)c1	-2.0	16
10	Fc1ccccc1CNCc1ccccn1	0.0	44
11	CCSCCOC(=O)C1=C(C)NC2=C(C(=O)CC(C)(C)C2)C1c1cc2c(cc1Br)OCO2 (centres undefined)	0.5	-1
12	COC(=O)c1c(NC(=O)C2CC2c2ccccc2)sc(C(=O)N(C)C)c1C (centres undefined)	-0.3	3
13	CC(C)N1CCC2(CCC(CNC(=O)CCc3nc4ccccc4s3)O2)CC1 (centres undefined)	-1.7	-5
14	C=CCN1C(=O)C(O)(c2c(C)[nH]c3ccccc23)c2ccccc21 (centres undefined)	0.9	-1
15	Cc1c(Cl)cccc1NC(=S)NC(=O)c1ccco1	0.2	-1

No.	FBW7 activator	TEAD-YAP block
1	1.1	5
2	0.0	-7
3	-0.2	-6
4	-0.1	-2
5	0.0	-56
6	-0.2	-5
7	-0.1	5
8	0.0	4
9	0.0	-14
10	-1.7	-22
11	0.5	-4
12	0.0	-17
13	-0.1	-6
14	0.2	6
15	-1.1	-23

Continuation:
No.	mol	GPR151 activ	MITF primary
16	COc1ccc(C(=O)n2nc(-c3ccco3)nc2N)cc1	-0.5	80*
17	CC1CCCCN1C(=O)CSc1nc(N)cc(=O)[nH]1 (centres undefined)	1.9	11
18	O=C(Nc1cccnc1Cl)c1cc(-c2cccnc2)on1	-0.1	-6
19	O=C(CSc1nnc(-c2ccc(Br)cc2)o1)NC1CCCC1	8.1*	4
20	COC(=O)C1=C(C)N(C)C(=O)NC1c1cc(F)ccc1F (centres undefined)	-1.7	0
21	CC1(C)C2CCC1(CS(=O)(=O)NCc1ccc(Cl)cc1Cl)C(=O)C2 (centres undefined)	-0.8	-5
22	Cc1cc(C=O)c(C)n1-c1ccc(N2CCCC2)c([N+](=O)[O-])c1	-1.2	1
23	Cc1ccc(-c2ncn(-c3ccc(Nc4nccc(-c5cc(C#N)cc(N6CCOCC6)c5)n4)cc3)n2)cn1	-0.2	14
24	COC(=O)C1=C(C(C)=O)C(c2ccc(Cl)cc2Cl)n2nnnc2N1 (centres undefined)	-0.4	2
25	O=C(Nc1cccc(Cl)c1)Nc1nnc(-c2cccs2)s1	0.6	-10
26	CNC(=O)c1c(NC(=O)c2cc(-c3ccccc3)nc3ccccc23)sc(C)c1C	0.4	8
27	Cn1c(=O)c2c(nc(CN3CCN(c4ccccc4)CC3)n2CC(N)=O)n(C)c1=O	0.3	-2
28	O=c1c(Cl)c(Nc2ccc(F)cc2)cnn1C12CC3CC(CC(C3)C1)C2	-1.0	24
29	Cc1ccc(CNC(=O)C(=O)Nc2ccc3c(c2)OCO3)cc1	-0.2	3
30	CC1CCCC(NC(=O)CCCn2c(=S)[nH]c3ccsc3c2=O)C1C (centres undefined)	-1.0	0

No.	FBW7 activator	TEAD-YAP block
16	-0.5	-1
17	0.5	5
18	-0.1	1
19	0.1	3
20	-0.1	5
21	0.0	-2
22	0.0	4
23	-0.1	-11
24	0.0	2
25	0.3	-2
26	-0.1	-4
27	-0.1	-4
28	-0.2	6
29	0.0	3
30	-0.1	1

Results in sequence from the entries so far.
Nos. 19 to 27 in MITF primary, in turn: 4, 0, -5, 1, 14, 2, -10, 8, -2
Nos. 19 to 27 in FBW7 activator, in turn: 0.1, -0.1, 0.0, 0.0, -0.1, 0.0, 0.3, -0.1, -0.1

(list continues)
No.	mol	GPR151 activ	MITF primary
31	COc1ccc(NC(C)C(=O)N/N=C/c2cc(Cl)cc([N+](=O)[O-])c2O)cc1 (centres undefined)	2.9	5
32	CCOC(=O)c1nnn(-c2nonc2OC)c1-c1ccccc1	-1.1	-11
33	CCOC(=O)c1[nH]ncc1CN1CCCC(N2CCN(c3ccccc3OC)CC2)C1 (centres undefined)	0.1	-6
34	Cc1cc2nc(-c3cccnc3SCC(=O)Nc3c(C)[nH]c(=O)[nH]c3=O)[nH]c2cc1C	2.8	-8
35	O=C(NCc1cccnc1)c1cn(-c2ccc(F)cc2F)c(=O)c2ccccc12	-0.5	0
36	COc1ccc2c(c1)CCCC2(C#N)CC#N (centres undefined)	1.0	13
37	COc1ccc(C2=Nc3ccccc3NC(c3ccccc3)C2)cc1 (centres undefined)	-7.5	9
38	CCCC1CCC(c2ccc(C(=O)Nc3nc4ccccc4s3)cc2)CC1 (centres undefined)	-0.2	13
39	O=S(=O)(Nc1cnc2ccccc2c1)N1CCCCCC1	1.0	2
40	COc1cccc(N2CCN(C(=O)Cn3ncc4c(=O)oc5ccccc5c43)CC2)c1	-0.2	16
41	CCN(CC)c1ccc(NC(=O)CN2CCC(C(N)=O)CC2)cc1	0.0	7
42	O=S1(=O)CCC(N=Cc2ccc(-c3ccc(Br)cc3)o2)C1 (centres undefined)	1.3	-8
43	COc1ccc(OCc2cc(C(=O)NC(C)c3cnn(C)c3)no2)c(Cl)c1 (centres undefined)	-1.2	2
44	CCCCN(C)C(=O)CC1(c2ccccc2Cl)CC(=O)N(CCOC)C1=O (centres undefined)	-0.9	8
45	O=C(COC(=O)c1cc([N+](=O)[O-])ccc1O)c1ccccc1	-0.8	3

No.	FBW7 activator	TEAD-YAP block
31	-0.1	19
32	-0.1	1
33	-0.1	-3
34	-0.3	-12
35	0.0	1
36	0.9	5
37	-0.1	13
38	0.1	2
39	-0.1	-1
40	1.5	25
41	0.1	3
42	-0.1	2
43	-0.1	-46
44	0.1	-23
45	-0.1	-3

The list goes on:
No.	mol	GPR151 activ	MITF primary
46	Cc1cc(Br)ccc1OCC(=O)N1CCC(C)CC1	-0.7	0
47	COc1cccc2cc(C(=O)Nc3ccccc3I)c(=O)oc12	-1.6	11
48	O=C(NNS(=O)(=O)c1ccc2ccccc2c1)c1cccs1	1.0	12
49	CS(=O)(=O)N(CC(=O)Nc1ccc(S(=O)(=O)N2CCOCC2)cc1)c1ccccc1Br	1.5	0
50	CCCC1(C2CCN(C(=O)Cn3ccc(C)n3)CC2)NC(=O)N(Cc2ccco2)C1=O (centres undefined)	0.3	-10
51	CCN1CCN(c2ncnc3c2c(-c2ccccc2)cn3-c2cccc(C)c2)CC1	-0.8	1
52	O=C(CSc1nnc(Cc2ccccc2)o1)c1cccc([N+](=O)[O-])c1	0.2	10
53	COc1ccc(NCC(O)Cn2nnnc2-c2ccccc2)cc1Cl (centres undefined)	0.8	0
54	Cc1nc(C)n(CC(=O)N2CCCC(C(=O)c3ccc(-c4ccccc4)c(F)c3)C2)n1 (centres undefined)	0.5	5
55	CCCc1[nH][nH]c(=O)c1C(c1cccc(Cl)c1)C(C#N)C#N (centres undefined)	-0.2	0
56	CCOc1cc(C2C(C#N)=C(N)Oc3n[nH]c(-c4ccncc4)c32)cc([N+](=O)[O-])c1OC(=O)N1CCOCC1 (centres undefined)	-0.1	4
57	O=C(NC1CCN(CC2CCCCCCC2)CC1)[C@H]1CCCN1Cc1ccccc1	-1.4	-6
58	CCCCN(C)CCCN(Cc1cccs1)C(=S)Nc1c(C)cccc1C	-1.1	-9
59	COc1ccc(-c2nc(-c3cccs3)[nH]c2-c2ccc(OC)cc2)cc1	1.5	-1
60	Cc1cccc(OC(C)C(=O)Nc2ccc(S(=O)(=O)N3CCCCC3)cc2)c1C (centres undefined)	0.4	4

No.	FBW7 activator	TEAD-YAP block
46	0.0	-13
47	0.4	0
48	0.2	1
49	0.0	3
50	0.0	-8
51	-0.3	-5
52	0.0	4
53	-0.2	-1
54	0.0	-18
55	0.0	4
56	0.0	-33
57	-0.2	-11
58	-0.2	3
59	-0.1	4
60	-0.1	-4

Reprinted from the part before: 3 compounds, then new ones.
No.	mol	GPR151 activ	MITF primary
58	CCCCN(C)CCCN(Cc1cccs1)C(=S)Nc1c(C)cccc1C	-1.1	-9
59	COc1ccc(-c2nc(-c3cccs3)[nH]c2-c2ccc(OC)cc2)cc1	1.5	-1
60	Cc1cccc(OC(C)C(=O)Nc2ccc(S(=O)(=O)N3CCCCC3)cc2)c1C (centres undefined)	0.4	4
61	CCOc1ccc(NC(=O)/C(C#N)=C/c2c(O)ccc3ccccc23)cc1	-0.1	-2
62	Cc1cccc(C(=O)NC(CC(=O)O)c2ccc(Cl)cc2)c1 (centres undefined)	-0.3	18
63	COc1ccc(CC(=O)Nc2ccc(N3CCCCC3=O)c(C)c2)cc1	-0.3	19
64	O=C(Nc1ccccc1C(=O)O)c1ccc[n+]([O-])c1	-2.8	3
65	Cn1c(=O)[nH]c(=O)c2c1nc(NN)n2CC(O)COc1ccc(Br)cc1 (centres undefined)	0.4	-5
66	CC(C)N1CCC(N2CCN(Cc3ccc(C#CCCO)cc3)CC2CCO)CC1 (centres undefined)	-0.9	3
67	CCC(C)N1C(=O)CN(C2CCCCCC2)C(=O)C1c1ccc(Cl)cc1 (centres undefined)	-0.8	-2
68	CCc1nnc(NC(=O)c2cccc([N+](=O)[O-])c2C)s1	0.1	0
69	O=C(Cn1nnnc1CN1CCCCCC1)N1CCN(c2ccc(F)cc2)CC1	0.4	-11
70	CCc1ccc(NC(=O)CN2CCC(NC(C)=O)CC2)cc1	-0.5	-10
71	O=C(CCC1(Cc2cccs2)CCC(=O)N1)NCc1cnn(-c2ccccc2)n1 (centres undefined)	-0.6	6
72	O=C(O)c1cc(S(=O)(=O)Nc2ccc3oc(=O)sc3c2)ccc1O	-0.7	-20
73	COCCCn1c(-c2cccc(OC)c2)cn2c3c(=O)n(C)c(=O)n(C)c3nc12	1.6	-4
74	CCN(CC)c1ncnc(N)c1[N+](=O)[O-]	-0.1	14
75	COc1ccc(C(=O)Nn2c(-c3ccccc3F)nc3ccccc3c2=O)cc1OC	0.8	1

No.	FBW7 activator	TEAD-YAP block
58	-0.2	3
59	-0.1	4
60	-0.1	-4
61	-0.1	-5
62	0.2	-1
63	0.4	9
64	0.1	-4
65	0.0	2
66	0.1	-8
67	-0.1	2
68	-0.1	11
69	0.5	3
70	-0.2	7
71	0.1	10
72	0.2	0
73	0.0	6
74	-0.1	63*
75	0.2	5

3 entries from above, arranged by molar mass, lowest first:
No.	mol	GPR151 activ	MITF primary
70	CCc1ccc(NC(=O)CN2CCC(NC(C)=O)CC2)cc1	-0.5	-10
72	O=C(O)c1cc(S(=O)(=O)Nc2ccc3oc(=O)sc3c2)ccc1O	-0.7	-20
75	COc1ccc(C(=O)Nn2c(-c3ccccc3F)nc3ccccc3c2=O)cc1OC	0.8	1

No.	FBW7 activator	TEAD-YAP block
70	-0.2	7
72	0.2	0
75	0.2	5

The results go on:
No.	mol	GPR151 activ	MITF primary
76	COCc1ccc(C(=O)NCc2nnc3n2CCN(CC=C(C)C)CC3)o1	1.4	7
77	O=C(Nc1ccc2[nH]ncc2c1)[C@@H](O)CSc1ccc(Br)cc1	0.9	-5
78	COc1cc(Nc2nc(Nc3ccc(N4CCOCC4)cc3)c3ncn(C(C)C)c3n2)cc(OC)c1OC	1.4	17
79	Cc1c(OCc2ccc(F)cc2)ccc2c3c(c(=O)oc12)CCCC3	-0.2	12
80	O=C1Cn2nnc(C(=O)c3ccccc3)c2C2(CCCCC2)O1	-0.9	3
81	O=C1CCC(N2CCN(c3ccc(F)cc3)CC2)CCN1Cc1ccc(F)cc1F (centres undefined)	1.3	-8
82	COc1ccc(C(=O)/C=C/NNC(=O)c2ccc(Cl)cc2)cc1	-0.8	-1
83	CSC1=NSC2=NC(=O)/C(=C\c3ccc(Br)o3)C(=N)N12	-1.0	34
84	CC(Oc1ccc(Cl)cc1Cl)C(=O)Nc1nncs1 (centres undefined)	0.6	-6
85	CCCCCCc1cc(C(=O)Cc2ccccc2)c(O)cc1O	0.9	-9
86	COc1ccc(C2=N/C(=C/c3ccc(C)cc3)C(=O)O2)cc1Br	0.6	-1
87	Cc1cn2c(=O)c3ccccc3[nH]c2c1-[n+]1ccccc1	0.5	23
88	CC(=O)C1=C(c2ccccc2)S/C(=C2/C(=S)C(C)(C)N(C(C)=O)c3ccc(C)cc32)S1	1.5	5
89	O=[N+]([O-])c1ccc(Cc2nc3ccccc3s2)cc1	-0.5	9
90	COc1ccc(S(=O)(=O)N2CCOC(c3ccccc3)C2)cc1Cl (centres undefined)	2.6	-11

No.	FBW7 activator	TEAD-YAP block
76	-0.2	-4
77	-0.1	5
78	-0.1	33*
79	0.1	-4
80	0.0	-3
81	-0.1	-5
82	0.4	-28
83	-0.3	-16
84	0.0	-7
85	0.1	3
86	0.1	4
87	0.2	6
88	-0.3	-12
89	0.5	-4
90	0.0	-7

Some values from the list:
Reading for compound 84 under FBW7 activator: 0.0
Reading for compound 5 under GPR151 activ: -2.0
Reading for compound 86 under FBW7 activator: 0.1
Reading for compound 50 under GPR151 activ: 0.3
Reading for compound 76 under TEAD-YAP block: -4
Reading for compound 7 under TEAD-YAP block: 5
